Glioma ERSR ind: ER stress response induction in glioma; U87-MG GRP78 promoter luciferase reporter, 16 h; Potency, µM, inactives show top-dose activation, most hits filed as activators; 0.02% of 420,000 active; AID 602332; note: series mostly up to about 76 µM; % of control where 0% means no effect; nearly all actives have a fitted effect of over 35% in size
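Stably transfected U87-MG glioma cells carrying a GRP78-based luciferase sensor; 16 h compound incubation. Luminescence end-point read 10 min after Bright-Glo addition at room temperature.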
ALOX12 inh: inhibitors of human 12S-lipoxygenase ALOX12; P18054; 1.1% of 580,000 active; Potency, µM (top dose mostly 108 µM), inactives show at the highest dose activity change, negative = inhibition, actives largely listed as inhibitors; purified 12hLO, xylenol orange hydroperoxide absorbance; AID 1671190; note: % is set by controls: 0 for no effect and ±100 for the full control effect
Target sequence (P18054 whole entry, looked up): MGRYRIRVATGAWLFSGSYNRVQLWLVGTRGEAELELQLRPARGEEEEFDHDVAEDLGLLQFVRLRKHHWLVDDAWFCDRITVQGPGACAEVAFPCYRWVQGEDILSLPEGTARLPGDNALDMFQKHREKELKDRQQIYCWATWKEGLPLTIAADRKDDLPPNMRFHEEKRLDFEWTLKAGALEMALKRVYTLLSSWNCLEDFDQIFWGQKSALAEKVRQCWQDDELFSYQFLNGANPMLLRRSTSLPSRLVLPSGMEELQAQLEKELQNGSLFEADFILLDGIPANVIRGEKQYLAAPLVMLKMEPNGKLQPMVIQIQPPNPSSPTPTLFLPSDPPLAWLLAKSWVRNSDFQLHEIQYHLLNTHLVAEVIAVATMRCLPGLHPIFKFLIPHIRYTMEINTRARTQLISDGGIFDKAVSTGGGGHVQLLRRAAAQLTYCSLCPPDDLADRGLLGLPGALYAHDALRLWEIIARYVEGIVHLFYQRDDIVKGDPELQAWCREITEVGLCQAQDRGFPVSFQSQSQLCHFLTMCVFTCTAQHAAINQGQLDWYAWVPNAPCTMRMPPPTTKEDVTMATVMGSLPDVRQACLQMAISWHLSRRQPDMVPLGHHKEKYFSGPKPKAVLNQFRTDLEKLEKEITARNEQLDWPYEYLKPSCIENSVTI
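Hydroperoxide product was detected by ferrous iron/xylenol orange as the 573 to 405 nm absorbance ratio. Arachidonic acid at 40 uM (final) was turned over for 30 min at room temperature by 150 nM human 12hLO, pH 7.0 Hepes buffer, after 15 min compound preincubation.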
* hit, by the source's call; ? = inconclusive; nt = not tested or not shown; & = joins results of further samples; [ ] = another dose, or the depositor's remark. Calls come from the whole dose curve; as a rule, active = well fitted curve in the direction sought with a large enough effect; inconclusive = small, poorly fitted or top-dose-only effect, or another doubt; inactive = no such curve, though single readings can be large; an effect the other way counts as inactive or inconclusive. Potency is the fitted concentration of half-maximal effect. Some of the compounds tested; count on the stated rates, not on these rows.

(1) O=C(O)c1cn(Cc2cccc(C(F)(F)F)c2)nn1
  Glioma ERSR ind = nt | ALOX12 inh = 5%

(2) O=C1NC2(Cc3ccccc31)CN(Cc1ccncc1)C2
  Glioma ERSR ind = nt | ALOX12 inh = 9%[12.5 µM]

(3) O=C(Nc1cccc(C(F)(F)F)c1)OC[C@H]1C[C@@H]2CCN1C[C@@H]2c1cc(C2CCCC2)nc(-c2ccncc2)n1
  Glioma ERSR ind = nt | ALOX12 inh = 50µM*

(4) CC[C@H](C)[C@H](NC(=O)[C@H](CCCN=C(N)N)NC(=O)[C@H](CCCN=C(N)N)NC(=O)[C@H](CC(C)C)NC(=O)[C@H](Cc1ccccc1)NC(=O)CNC(=O)CNC(=O)[C@@H](N)Cc1ccc(O)cc1)C(=O)O
  Glioma ERSR ind = 2% | ALOX12 inh = -17%[12.5 µM]

(5) CC(C)(C)c1cc(O)ccc1O
  Glioma ERSR ind = -7%&-12% | ALOX12 inh = ?

(6) C[C@@H](N)Cn1ccc2cc(F)c(Cl)cc21
  Glioma ERSR ind = -2% | ALOX12 inh = ?

(7) O=C(Oc1ccccc1)N1CCC2(CCCN(Cc3ccccc3)C2)CC1
  Glioma ERSR ind = -2% | ALOX12 inh = ?

(8) CC(C)(C)NC[C@@H](O)COc1cccc2[nH]c(C#N)cc12
  Glioma ERSR ind = -4% | ALOX12 inh = 40%

(9) O=C(O)CCC(CP(=O)(O)O)C(=O)O (centres undefined)
  Glioma ERSR ind = -1% | ALOX12 inh = ?

(10) Cc1noc(C)c1C(=O)N1CCC[C@@]2(CCN(CC(C)C)C2)C1
  Glioma ERSR ind = -3% | ALOX12 inh = -3%[57.4 µM]

(11) COc1cc2nc(N(C)C)c(CNCCc3c[nH]c4ccccc34)cc2c(OC)c1OC
  Glioma ERSR ind = -3% | ALOX12 inh = 4%

(12) C[C@@H]1O[C@@H](O[C@H]2CC[C@@H](O[C@H]3[C@H](O)C[C@H](c4ccc5c(c4O)C(=O)C4=C(C5=O)[C@@]5(O)C(=O)C[C@](C)(O[C@H]6CC[C@H](O[C@H]7C=CC(=O)[C@H](C)O7)[C@H](C)O6)C[C@@]5(O)C=C4)O[C@@H]3C)O[C@H]2C)C=CC1=O
  Glioma ERSR ind = -12% | ALOX12 inh = -20%[57.4 µM]

(13) O=C(NC(=O)c1c(F)cccc1F)Nc1ccc(Cl)c(Oc2ncc(C(F)(F)F)cc2Cl)c1
  Glioma ERSR ind = 1% | ALOX12 inh = 4%

(14) N#CC(C#N)=Cc1cc(O)c(O)c(O)c1
  Glioma ERSR ind = -3%&0% | ALOX12 inh = ?

(15) c1csc(CN2CC3(CCNCC3)C2)n1
  Glioma ERSR ind = -3% | ALOX12 inh = -6%[57.4 µM]

(16) COC1(CS(=O)c2ccccc2)CCN(CCc2c[nH]c3ccc(F)cc23)CC1 (centres undefined)
  Glioma ERSR ind = 0% | ALOX12 inh = -18%[57.4 µM]

(17) NC1=N[C@H](O)[C@H]2C3O[C@]4(O)O[C@H](C(O)[C@@]2(N1)[C@@H]4O)C3(O)CO (some centres undefined)
  Glioma ERSR ind = -5% | ALOX12 inh = -7%

(18) O=C(O)COc1nc(Cl)c(Cl)cc1Cl
  Glioma ERSR ind = 1%&-4% | ALOX12 inh = -10%[57.4 µM]

(19) O=C(O)c1ccc2[nH]cc(CCCCN3CC=C(c4ccccc4)CC3)c2c1
  Glioma ERSR ind = -4% | ALOX12 inh = 70%

(20) O=C(c1ccncc1)N1CCC2(CC1)CN(Cc1ccccc1)C2
  Glioma ERSR ind = -3% | ALOX12 inh = -6%[57.4 µM]

(21) O=C(c1csnn1)N1CCC[C@@]2(CCN(Cc3ccncc3)C2)C1
  Glioma ERSR ind = 1% | ALOX12 inh = -28%[57.4 µM]

(22) c1cncc(C2=NCCC2)c1
  Glioma ERSR ind = -2%&-3% | ALOX12 inh = -1%

(23) C[C@]12CC[C@H]3[C@@H](CC=C4C[C@@H](O)CC[C@@]43C)[C@@H]1CC[C@@H]2O
  Glioma ERSR ind = 0% | ALOX12 inh = -7%[22.9 µM]

(24) c1ccc(CN2CC[C@@]3(CCCNC3)C2)cc1
  Glioma ERSR ind = -1% | ALOX12 inh = -1%[57.4 µM]

(25) CC(=O)Nc1c2sscc-2n(C)c1=O
  Glioma ERSR ind = -11% | ALOX12 inh = -9%

(26) C[C@]12CCC(=O)C=C1CC[C@@H]1[C@H]3CC[C@](C)(O)[C@@]3(C)CC[C@@H]12
  Glioma ERSR ind = -4% | ALOX12 inh = -4%

(27) c1cnc(N2CC3(CCNCC3)C2)nc1
  Glioma ERSR ind = -3% | ALOX12 inh = -4%[57.4 µM]

(28) CCCCC1C(=O)NC(=O)N(C2CCCCC2)C1=O (centres undefined)
  Glioma ERSR ind = -3% | ALOX12 inh = -7%[22.9 µM]

(29) c1cnc(N2CC[C@@]3(CCCNC3)C2)nc1
  Glioma ERSR ind = -1% | ALOX12 inh = 2%[57.4 µM]

(30) COc1ccc(CCN)cc1
  Glioma ERSR ind = -2% | ALOX12 inh = -22%

(31) O=C(Oc1ccccc1)N1CCC2(CC1)CCN(C(c1ccccc1)c1ccccc1)CC2
  Glioma ERSR ind = -3% | ALOX12 inh = -9%[57.4 µM]

(32) CC1(C)C(C=C(Cl)Cl)C1C(=O)OC(C#N)c1cccc(Oc2ccccc2)c1 (centres undefined)
  Glioma ERSR ind = -4%&-2% | ALOX12 inh = 0%

(33) COC(=O)N1CCC2(CCN(CC(C)C)CC2)CC1
  Glioma ERSR ind = -4% | ALOX12 inh = -8%[57.4 µM]

(34) COc1ccc(NC(=O)N2CCC3(CC2)CCN(C(=O)Oc2ccccc2)CC3)cc1
  Glioma ERSR ind = 1% | ALOX12 inh = -12%[57.4 µM]

(35) c1ccc(CN2CCC3(CCNCC3)CC2)cc1
  Glioma ERSR ind = -4% | ALOX12 inh = -26%[57.4 µM]

(36) CS(=O)(=O)N1CCC2(CCCN(Cc3ccncc3)C2)CC1
  Glioma ERSR ind = 2% | ALOX12 inh = ?

(37) N#CC(C#N)=NNc1ccc(OC(F)(F)F)cc1
  Glioma ERSR ind = -4%&-6% | ALOX12 inh = ?

(38) c1ccc(CN2CCCC3(CCNCC3)C2)cc1
  Glioma ERSR ind = -4% | ALOX12 inh = 11%[57.4 µM]

(39) CC(C)NC(=O)N1CCC2(CC1)CCN(C(=O)Oc1ccccc1)CC2
  Glioma ERSR ind = -2% | ALOX12 inh = 5%[57.4 µM]

(40) Cc1c(Cl)c(=O)oc2cc(OP(=O)(OCCCl)OCCCl)ccc12
  Glioma ERSR ind = -2% | ALOX12 inh = -2%[22.9 µM]

(41) CN1CCC2(CC1)CCN(C(=O)Oc1ccccc1)CC2
  Glioma ERSR ind = 0% | ALOX12 inh = -4%[57.4 µM]

(42) COC1=CC23CCCN2CCc2cc4c(cc2C3C1O)OCO4 (centres undefined)
  Glioma ERSR ind = -5% | ALOX12 inh = 0%

(43) C[C@@H]1[C@H](O)[C@@H](C)C=CC=CCCC=CC=CC=CC=C[C@H](O[C@H]2O[C@@H](C)[C@H](O)[C@@H](N)[C@@H]2O)CC2O[C@](O)(C[C@@H](O)[C@H](O)CC[C@@H](O)C[C@@H](O)C[C@@H](O)CC(=O)O[C@H]1C)C[C@H](O)[C@H]2C(=O)O
  Glioma ERSR ind = -4% | ALOX12 inh = -13%[57.4 µM]

(44) CN1C2CCC1CC(OC(c1ccccc1)c1ccc(Cl)cc1)C2 (centres undefined)
  Glioma ERSR ind = -9% | ALOX12 inh = -27%

(45) CCOCCOC(C)=O
  Glioma ERSR ind = -2% | ALOX12 inh = -6%[57.4 µM]

(46) Nc1nc(N)nc(NC2CC2)n1
  Glioma ERSR ind = -2% | ALOX12 inh = -14%[22.9 µM]

(47) N#Cc1ccc(CN2CCCC3(CCN(C(=O)Oc4ccccc4)CC3)C2)cc1
  Glioma ERSR ind = -1% | ALOX12 inh = -21%[57.4 µM]

(48) O[C@H]1[C@H]2[C@H](O)CCCN2C[C@H]1O
  Glioma ERSR ind = -4% | ALOX12 inh = -1%

(49) CC(C)=CCCC1(C)C=Cc2c(O)c3c(c(CC=C(C)C)c2O1)OC12C(=CC4CC1C(C)(C)OC2(C/C=C(/C)C(=O)O)C4O)C3=O (centres undefined)
  Glioma ERSR ind = -10% | ALOX12 inh = ?

(50) Cc1cc(SCc2sc(-c3ccc(C(F)(F)F)c(F)c3)nc2C)ccc1OCC(=O)O
  Glioma ERSR ind = 12% | ALOX12 inh = ?

(51) O=C(N[C@@H]1N=C(c2ccccc2F)c2cccc3c2N(CC3)C1=O)c1cc2ccccc2[nH]1
  Glioma ERSR ind = -3% | ALOX12 inh = -5%[22.9 µM]

(52) FC(F)(F)c1cccc(C2=CCN(CCc3ccc4ccccc4c3)CC2)c1
  Glioma ERSR ind = -5%&-6% | ALOX12 inh = 0%&-11%

(53) CC[C@H]1C[C@H]2[C@@H]3CCC4=CC(=O)CC[C@@H]4[C@H]3CC[C@]2(C)[C@H]1O
  Glioma ERSR ind = -2% | ALOX12 inh = -11%[22.9 µM]

(54) C=C1[C@@H](O)C2C=CC[C@H](C)C(=O)[C@@](C)(O)C=C[C@@H](OC(C)=O)[C@@]23C(=O)N[C@H](Cc2ccccc2)[C@@H]3[C@@H]1C (some centres undefined)
  Glioma ERSR ind = -3% | ALOX12 inh = 14%

(55) COc1ccc(C[C@H]2NC[C@H](O)[C@@H]2OC(C)=O)cc1
  Glioma ERSR ind = -7% | ALOX12 inh = 0%

(56) Clc1cccc(SC2CCNCC2)n1
  Glioma ERSR ind = -1%&-2% | ALOX12 inh = -12%[22.9 µM]

(57) CC(=O)O[C@H]1C2[C@@H](OC(=O)Cc3ccccc3)[C@@H](C)C[C@]2(OC(C)=O)C(=O)/C(C)=C/[C@@H]2[C@H](CC[C@@]13CO3)C2(C)C (some centres undefined)
  Glioma ERSR ind = -8% | ALOX12 inh = ?

(58) O=C(Oc1ccccc1)N1CCC2(CCN(Cc3ccccc3)CC2)CC1
  Glioma ERSR ind = -4% | ALOX12 inh = -1%[57.4 µM]

(59) O=C(Nc1cccc(F)c1)N1CC2(CCN(C(=O)Oc3ccccc3)CC2)C1
  Glioma ERSR ind = 4% | ALOX12 inh = -9%[57.4 µM]

(60) N#Cc1ccc(CN2CC[C@@]3(CCCNC3)C2)cc1
  Glioma ERSR ind = -6% | ALOX12 inh = 0%[57.4 µM]

(61) CC(C)NC(=O)N1CCCC2(CCN(C(=O)Oc3ccccc3)CC2)C1
  Glioma ERSR ind = 0% | ALOX12 inh = -24%[57.4 µM]

(62) CC(C)CN1CC[C@@]2(CCCN(C(=O)c3ccncc3)C2)C1
  Glioma ERSR ind = -5% | ALOX12 inh = 0%[57.4 µM]

(63) Nc1ccc(Cl)cc1
  Glioma ERSR ind = -2% | ALOX12 inh = -4%[57.4 µM]

(64) O=C(c1csnn1)N1CCC2(CC1)CN(Cc1ccncc1)C2
  Glioma ERSR ind = -1% | ALOX12 inh = -3%[57.4 µM]

(65) Cc1c(C(=O)c2cccc3ccccc23)c2cccc3c2n1[C@@H](CN1CCOCC1)CO3
  Glioma ERSR ind = -7% | ALOX12 inh = ?

Given with values under each structure: part of the list above
Values run as follows: Glioma ERSR ind | ALOX12 inh
19	O=C(O)c1ccc2[nH]cc(CCCCN3CC=C(c4ccccc4)CC3)c2c1
 : -4% | 70%
20	O=C(c1ccncc1)N1CCC2(CC1)CN(Cc1ccccc1)C2
 : -3% | -6%[57.4 µM]
21	O=C(c1csnn1)N1CCC[C@@]2(CCN(Cc3ccncc3)C2)C1
 : 1% | -28%[57.4 µM]
22	c1cncc(C2=NCCC2)c1
 : -2%&-3% | -1%
23	C[C@]12CC[C@H]3[C@@H](CC=C4C[C@@H](O)CC[C@@]43C)[C@@H]1CC[C@@H]2O
 : 0% | -7%[22.9 µM]
24	c1ccc(CN2CC[C@@]3(CCCNC3)C2)cc1
 : -1% | -1%[57.4 µM]
25	CC(=O)Nc1c2sscc-2n(C)c1=O
 : -11% | -9%
26	C[C@]12CCC(=O)C=C1CC[C@@H]1[C@H]3CC[C@](C)(O)[C@@]3(C)CC[C@@H]12
 : -4% | -4%
27	c1cnc(N2CC3(CCNCC3)C2)nc1
 : -3% | -4%[57.4 µM]
28	CCCCC1C(=O)NC(=O)N(C2CCCCC2)C1=O (centres undefined)
 : -3% | -7%[22.9 µM]
29	c1cnc(N2CC[C@@]3(CCCNC3)C2)nc1
 : -1% | 2%[57.4 µM]
30	COc1ccc(CCN)cc1
 : -2% | -22%
31	O=C(Oc1ccccc1)N1CCC2(CC1)CCN(C(c1ccccc1)c1ccccc1)CC2
 : -3% | -9%[57.4 µM]
32	CC1(C)C(C=C(Cl)Cl)C1C(=O)OC(C#N)c1cccc(Oc2ccccc2)c1 (centres undefined)
 : -4%&-2% | 0%
33	COC(=O)N1CCC2(CCN(CC(C)C)CC2)CC1
 : -4% | -8%[57.4 µM]
34	COc1ccc(NC(=O)N2CCC3(CC2)CCN(C(=O)Oc2ccccc2)CC3)cc1
 : 1% | -12%[57.4 µM]
35	c1ccc(CN2CCC3(CCNCC3)CC2)cc1
 : -4% | -26%[57.4 µM]

Screening data from PubChem.
